CCT modulator = changes cytosolic chaperonin activity; activity change, % (concentration not given with the values), hits read low; 0.3% of 360,000 active; purified chaperonin ATPase assay, HTRF ADP detection, 30 min; in the data active means activity change below about -30%; further: on the % scale 0 is the no-effect control and ±100 the full control effect
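We incubate TRiC, 40 or 20 nM final, with library compounds at 76 uM and 10 uM ATP for 30 min at 37 °C. ADP formed is detected with Transcreener HTRF reagents after 30 min at room temperature.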
EPAC2 ag = agonists of human EPAC2 (RAPGEF4); Q8WZA2; EPAC2 activation, biochemical qHTS; response scale: 100% = 6.5 mM cAMP response; Potency, µM (series often up to 154 µM), without a hit: at the highest dose activation, usual class: activators; 0.079% of 360,000 active; further: potency means the concentration at half of the fitted maximal effect; nearly all actives have a fitted effect of over 50% in size
Target sequence (Q8WZA2 whole entry, looked up): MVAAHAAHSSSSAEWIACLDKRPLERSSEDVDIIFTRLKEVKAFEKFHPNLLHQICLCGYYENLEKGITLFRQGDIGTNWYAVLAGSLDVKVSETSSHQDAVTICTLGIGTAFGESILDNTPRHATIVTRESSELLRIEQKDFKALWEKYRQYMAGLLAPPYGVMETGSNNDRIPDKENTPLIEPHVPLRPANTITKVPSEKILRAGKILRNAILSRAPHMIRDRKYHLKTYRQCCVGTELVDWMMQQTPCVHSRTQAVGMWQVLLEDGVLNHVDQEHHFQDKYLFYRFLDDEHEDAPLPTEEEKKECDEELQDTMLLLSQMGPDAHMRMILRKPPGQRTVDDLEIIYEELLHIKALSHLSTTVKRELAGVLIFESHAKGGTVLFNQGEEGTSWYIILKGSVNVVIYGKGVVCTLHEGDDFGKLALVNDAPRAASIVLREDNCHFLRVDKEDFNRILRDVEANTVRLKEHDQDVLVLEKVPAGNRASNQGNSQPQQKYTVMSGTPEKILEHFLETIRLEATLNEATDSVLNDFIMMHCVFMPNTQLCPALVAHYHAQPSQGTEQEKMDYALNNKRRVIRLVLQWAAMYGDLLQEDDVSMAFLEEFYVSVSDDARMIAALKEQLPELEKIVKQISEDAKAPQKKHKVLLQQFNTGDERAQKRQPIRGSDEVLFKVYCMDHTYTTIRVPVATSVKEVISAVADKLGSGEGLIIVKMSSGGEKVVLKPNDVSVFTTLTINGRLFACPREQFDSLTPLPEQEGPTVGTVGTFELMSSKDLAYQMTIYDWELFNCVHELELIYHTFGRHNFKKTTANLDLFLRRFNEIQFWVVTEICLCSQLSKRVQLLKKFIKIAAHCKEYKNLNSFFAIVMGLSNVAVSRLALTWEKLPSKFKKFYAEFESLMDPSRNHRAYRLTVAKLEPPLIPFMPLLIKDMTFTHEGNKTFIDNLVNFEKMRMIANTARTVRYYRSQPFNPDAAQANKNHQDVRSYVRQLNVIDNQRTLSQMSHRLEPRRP
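EPAC2 (100 nM) mixed with Rap1B loaded with BODIPY-GDP (250 nM) plus 50 uM unlabeled GDP; compounds pinned in, 5 min RT, then read every 5 min for 30 min (ex 480, em 540 nm). Normalized to cAMP control.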
TGFb SMAD3 inh = blocks TGF-b signaling. 1.2% of 410,000 active. Potency, µM (series often up to 46.1 µM), for the others: top-dose activity, negative = inhibition, most hits filed as inhibitors. HepG2 CAGA-GFP TGF-b/SMAD3 reporter, GFP fluorescence, 18 h; TGF-beta stimulated, 500 pg/mL final; further: potency means the concentration at half of the fitted maximal effect; on the % scale 0 is the no-effect control and ±100 the full control effect; nearly all actives have a fitted effect of over 65% in size
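Per well, imaged GFP fluorescence of HEPG2 CAGA-GFP cells gives the signal; cells get compound, then TGF-beta (500 pg/mL final), 18 h at 37 degrees C; %Activity versus -TGF-beta and +DMSO controls.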
Mm-Cpn inhibitor = blocks the Methanococcus maripaludis chaperonin Mm-Cpn; purified Mm-Cpn ATPase, ADP Transcreener TR-FRET; Potency, µM (doses to about 76.9 µM), inactives show top-dose activity, negative = inhibition, hits mostly inhibitors; 0.031% of 330,000 active; further: potency means the concentration at half of the fitted maximal effect; on the % scale 0 is the no-effect control and ±100 the full control effect; nearly all actives have a fitted effect of over 80% in size
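Purified archaeal chaperonin (25 nM final) was preincubated with compound for 10 min at 37°C, then ATP (10 uM final) was added for 30 min at 37°C in Tris pH 7.4/KCl/MgCl2/DTT buffer. ADP was quantified by HTRF Transcreener TR-FRET.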
A549 viability = A549 cytotoxicity, counter-screen for Nrf2 inhibitors; A549 ARE-Fluc cells, CellTiter-Fluor viability, 18-24 h; Potency, µM (highest dose often 46 µM), without a hit: at the top dose activity change, negative = cytotoxicity, actives largely listed as inhibitors; 0.16% of 390,000 active; AID 504648; further: potency means the concentration at half of the fitted maximal effect; on the % scale 0 is the no-effect control and ±100 the full control effect
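Cytotoxicity counterscreen: CellTiter-Fluor fluorescence was measured in A549 ARE_Fluc cells after 18-24 h of compound exposure in a concentration series. The subsequent BugLite luminescent read reports ARE-luciferase activity.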
pAkt inh = blocks phosphorylation of Akt | Neuro2A IGF-stimulated pAkt S473 HTRF, 20 min; hits give low values | activity change, % for hits at 50 µM | 0.32% of 360,000 active | AID 651550; in the data active means activity change below about -80%; inconclusive means mostly about -51% to -80%; further: on the % scale 0 is the no-effect control and ±100 the full control effect
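Neuro2A cells in DMEM with 0.5% FBS, overnight at 37 deg C, given compound at single 50 µM final, then IGF (6 nM final) for 20 min at 37 deg C. Lysed; phospho-Akt Ser473 by HTRF after 24 h, 665/615 ratio.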
EPAC2 antag = blocks human EPAC2 exchange factor | 0.18% of 360,000 active | Potency, µM (highest dose often 114 µM), for the others: at the top dose activity, negative = inhibition, usual class: inhibitors | Q8WZA2 | EPAC2 GEF exchange of Rap1B-BODIPY-GDP, fluorescence; further: potency means the concentration at half of the fitted maximal effect; on the % scale 0 is the no-effect control and ±100 the full control effect; nearly all actives have a fitted effect of over 45% in size; many of its hits are not listed in these tables
Nrf2 block = Nrf2 pathway inhibition; A549 ARE-Fluc reporter, luciferase luminescence, 18-24 h; Potency, µM (titrated, usually from 46 µM), inactives show at the top dose activity change, negative = inhibition, hits mostly inhibitors; 2.1% of 360,000 active; AID 504444; further: potency means the concentration at half of the fitted maximal effect; on the % scale 0 is the no-effect control and ±100 the full control effect; nearly all actives have a fitted effect of over 60% in size
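Cells were seeded and rested 2 h, then exposed to compounds for 18-24 h. CellTiter-Fluor was read first as a viability measure. BugLite was added 15 min before the final luminescent read of ARE-luciferase activity in A549 cells.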
Nrf2 ARE act = activates Nrf2 signaling. AREc32 ARE-luciferase reporter (MCF7-derived line), luminescence, 24 h. Potency, µM (highest dose often 46.1 µM), without a hit: at the top dose activation, most hits filed as activators. 0.31% of 410,000 active. AID 624171; further: potency means the concentration at half of the fitted maximal effect; % of control where 0% means no effect; nearly all actives have a fitted effect of over 65% in size
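ARE activation measured as luciferase luminescence (Steady-Glo, 30 min RT) in AREc32_Fluc cells after 24 hr compound exposure at 37 deg C, 5% CO2; cells seeded overnight at 1000/well in OPTI-MEM, 5% FBS.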
The depositor's hits bear a star; i = inactive; u = inconclusive; x = no result given; & = joins results of further samples; [ ] = another dose, or the depositor's remark. Unless noted, the call rests on the fitted dose curve; in most records, active means well fitted curve in the direction sought with a large enough effect; inconclusive means small, poorly fitted or top-dose-only effect, or another doubt; inactive means no such curve, though single readings can be large; an effect the other way counts as inactive or inconclusive.

SMILES	CCT modulator	EPAC2 ag	TGFb SMAD3 inh	Mm-Cpn inhibitor	A549 viability	pAkt inh	EPAC2 antag	Nrf2 block	Nrf2 ARE act
CCCn1cnc2scc(-c3ccc(OC)cc3)c2c1=O	2.5	8%	7%	1%	1%	i	11%	6%	0.0%
C=CCC[C@@H](Cc1ccc(F)cc1)C(=O)OC[C@@H](NC(=O)[C@H](CC=C)CC(=O)N(CCO)Cc1ccccc1)c1ccccc1	0.4	2%	u	0%	u	i	-10%	u	-0.1%
CCOC(=O)N1CCN(CC(=O)c2ccc(O)cc2O)CC1	-2.1	14%	17%	-1%	0%	i	12%	23%	0.1%
NNC(=O)c1ccc(COc2cccc3ccccc23)cc1	-0.5	-1%	1%	-3%	1%	i	2%	13%	3.3%
CN1CCN(CC#CCC(O)(c2ccccc2)c2ccccc2)CC1	-4.1	3%	10%	1%	1%	i	-5%	3%	-0.2%
CC(=O)Nc1ccc(N=Cc2ccc[nH]2)cc1	-0.8	4%	-9%	-2%	x	i	9%	10%	-0.2%
Cc1ccc(C(C)C)c(OCCCN2C(=O)NC(C)(C)C2=O)c1	-1.1	3%	u	0%	u	i	-19%[57.1 µM]	u	-0.3%
COc1ccccc1OCC(=O)Nc1nc2c(s1)CC(C)CC2 (configuration not stated)	x	x	15%	x	2%	x	x	1%	2.7%
C=CCn1c(SCC(=O)Nc2nc(C)cs2)nnc1C(C)NC(=O)c1ccccc1Cl (configuration not stated)	-1.5	8%	0%	3%	3%	i	0%	-1%	0.7%
COc1ccc(C2CC(=O)N(Cc3ccc(C)cc3)c3c2c(C)nn3-c2nc(C)cc(C)n2)c(OC)c1 (configuration not stated)	x	x	-8%	x	0%	x	x	14%	-1.3%
CCCC1C(=O)N(Cc2ccccc2)C(=O)CC1C (configuration not stated)	0.0	4%	9%	0%	1%	i	6%	8%	0.2%
Cc1ccc2nc(NC(=O)C3CSC4(C)CCC(=O)N34)sc2c1 (configuration not stated)	-1.4	6%	-6%	1%	-3%	i	-16%	u	2.1%
Cn1ccc(CC(=O)N2CCC(N3CCC(C(=O)N4CCCC4)CC3)CC2)c1	0.8	-6%	-4%	1%	-2%	i	1%	8%	-0.7%
Cc1c(Cl)cccc1NC(=O)Cn1c(CCC(=O)O)ccc1-c1ccccc1	-0.9	1%	-9%	-1%	-4%	i	-12%	-6%	-0.4%
COc1ccc(C(=O)N2CCN(CCNC(=O)C(=O)Nc3ccc(Br)cc3)CC2)cc1	-0.9	0%	2%	0%	-17%	i	-3%	u	-0.7%
CCCCNC(=O)CCn1nc(-c2ccc(Cl)cc2)ccc1=O	-2.2	9%	0%	4%	7%	i	-6%	-14%	4.1%
CC(NC(=O)C(=O)NCCN1CCN(C(=O)c2ccc([N+](=O)[O-])cc2)CC1)c1ccccc1 (configuration not stated)	1.2	1%	6%	3%	1%	i	-6%	-5%	-0.4%
COc1ccc(-c2cc3nc(C)n(N)c(=O)c3s2)cc1	-0.8	4%	31%[activator]	-11%	16%	i	0%	6.5µM*	-3.2%
Cc1ccc(S(=O)(=O)N2CCC(C(=O)OCC(=O)N(C)Cc3ccccc3)CC2)cc1C	-0.6	5%	-4%	-3%	1%	i	-21%	-11%	0.0%
O=C(CN1CCCC1)NCC1(c2ccccc2)CCOCC1	-1.9	11%	-19%	0%	2%	x	-5%	9%	-0.6%
Cc1ccc(/C=C2/NC(=O)N(Cc3ccc(Br)cc3)C2=O)o1	1.7	-7%	-22%	1%	u	i	-8%	-35%	27%
Cc1cc(C)cc(-n2ccnc2SCC(=O)c2c(N)n(C3CC3)c(=O)[nH]c2=O)c1	0.7	9%	-16%	-1%	4%	i	1%	9%	-0.3%
Cc1nn(CC(=O)NCCc2cccs2)c(=O)c2cc3ccccc3n12	-0.2	-6%	-6%	1%	0%	i	-14%	10%	0.5%
CC(C)(C)N1[C@@H](CC(=O)O)c2cc(C(F)(F)F)ccc2S1(=O)=O	-0.9	4%	1%&11%	x	1%	i	3%	5%	-0.8%
COc1ccc(S(=O)(=O)N(C)[C@H]2C[C@H]3c4cc(Oc5ccccc5C)ccc4CCN3C(=O)[C@H]2[C@H](C)O)cc1	0.3	5%	u	x	x	i	-3%	x	0.6%

Ordered by SMILES length (rising): part of the list above
SMILES	CCT modulator	EPAC2 ag	TGFb SMAD3 inh	Mm-Cpn inhibitor	A549 viability	pAkt inh	EPAC2 antag	Nrf2 block	Nrf2 ARE act
CC(=O)Nc1ccc(N=Cc2ccc[nH]2)cc1	-0.8	4%	-9%	-2%	x	i	9%	10%	-0.2%
O=C(CN1CCCC1)NCC1(c2ccccc2)CCOCC1	-1.9	11%	-19%	0%	2%	x	-5%	9%	-0.6%
CCCCNC(=O)CCn1nc(-c2ccc(Cl)cc2)ccc1=O	-2.2	9%	0%	4%	7%	i	-6%	-14%	4.1%
CN1CCN(CC#CCC(O)(c2ccccc2)c2ccccc2)CC1	-4.1	3%	10%	1%	1%	i	-5%	3%	-0.2%
Cc1ccc(/C=C2/NC(=O)N(Cc3ccc(Br)cc3)C2=O)o1	1.7	-7%	-22%	1%	u	i	-8%	-35%	27%
CC(C)(C)N1[C@@H](CC(=O)O)c2cc(C(F)(F)F)ccc2S1(=O)=O	-0.9	4%	1%&11%	x	1%	i	3%	5%	-0.8%
Cc1cc(C)cc(-n2ccnc2SCC(=O)c2c(N)n(C3CC3)c(=O)[nH]c2=O)c1	0.7	9%	-16%	-1%	4%	i	1%	9%	-0.3%
COc1ccc(C2CC(=O)N(Cc3ccc(C)cc3)c3c2c(C)nn3-c2nc(C)cc(C)n2)c(OC)c1 (configuration not stated)	x	x	-8%	x	0%	x	x	14%	-1.3%
COc1ccc(S(=O)(=O)N(C)[C@H]2C[C@H]3c4cc(Oc5ccccc5C)ccc4CCN3C(=O)[C@H]2[C@H](C)O)cc1	0.3	5%	u	x	x	i	-3%	x	0.6%

(more compounds)
SMILES	CCT modulator	EPAC2 ag	TGFb SMAD3 inh	Mm-Cpn inhibitor	A549 viability	pAkt inh	EPAC2 antag	Nrf2 block	Nrf2 ARE act
CCOC(=O)c1c(C)oc2ncnc(Nc3ccc(OCC)cc3)c12	x	x	-1%	x	0%	x	x	10%	4.6%
COCCN1C(=O)/C(=C/c2ccc(Oc3ccc([N+](=O)[O-])cn3)c(OC)c2)SC1=Nc1ccccc1	-4.6	-3%	30%[activator]	1%	-12%	i	-7%	-17%	0.2%
COc1ccccc1-c1cc(C(=O)Nc2ccc(F)cc2F)no1	2.6	0%	3%	-1%	-13%	u	15%	u	5.9%
COc1ccc(-c2noc(CCC(N)=O)n2)cc1OC	0.6	5%	1%	1%	-22%	i	8%	1%	-0.7%
CCCCN(Cc1ccccc1)c1ncnc2nc[nH]c12	0.4	-4%	u	0%	5%	i	u	u	1.5%
COc1ccc(OC)c(NC(=O)C(Cc2ccccc2)NS(=O)(=O)c2ccc3c(c2)CCC(=O)N3)c1 (configuration not stated)	x	x	-23%	x	-10%	x	x	15%	0.2%
CCOC(=O)N1CCC(=NNC(=O)c2ccc(O)cc2)CC1	0.0	-1%	u	0%	5%	i	1%	-13%	3.4%
Cc1ccc(-c2nn(C)c(=O)c3ccccc23)cc1CN1CCCCC1	0.3	0%	8%	-4%	-13%	i	2%	-23%	-1.2%
Cc1ccc2c(c1)C1CN(C)CCC1N2Sc1ccccc1[N+](=O)[O-] (configuration not stated)	0.5	20%	-1%	0%	1%	i	u	u	8.0%
Cn1cc(S(=O)(=O)N2CCCC2)cc1C(=O)NCc1ccccc1	-1.5	9%	2%	-3%	1%	i	-11%	3%	-0.7%
O=C(CSCc1ccc(C(=O)O)cc1)Nc1ccc2ccccc2c1	1.0	7%	-20%	1%	1%	i	4%	-25%	0.0%
COc1cccc(-c2csc(N3CCN(C(=S)NCC(C)C)CC3)n2)c1	-0.7	5%	u	-6%	-4%	i	-11%	18µM*	2.3%
CCOC(=O)N1CCN(C2OC(=O)c3ccccc32)CC1 (configuration not stated)	1.1	7%	1%	3%	1%	i	-1%	-6%	0.3%
CCOC(=O)c1c(-n2cnnn2)sc(C)c1C	-5.5	2%	-8%	0%	-3%	i	0%	0%	-0.9%
CCOc1ccccc1NC(=O)CSc1nnc(CNC(=O)c2c(F)cccc2Cl)o1	0.1	1%	-8%	2%	0%	i	-4%	5%	22%
COc1ccc(CCNC(=S)NC(=O)c2cc(OC)c(OC)c(OC)c2)cc1OC	-3.2	11%	2%	-19%	6%	i	7%	-2%	-0.5%
Nc1nc(-c2ccccc2)c(N=Nc2cccnc2)s1	-2.2	-8%	0%	0%	u	i	3%	-5%	0.5%
COc1ccc(CCNC(=O)CCCCCn2c(=O)[nH]c3cc(OC)c(OC)cc3c2=O)cc1OC	x	x	-20%	x	7%	x	x	11%[9.27 µM]	-0.7%
Cc1ccc(NC(=O)Cc2cn(C)c3ccccc23)cc1F	-1.2	5%	4%	3%	7%	i	-24%	-26%	1.9%
C=CCn1c(O)c(CN2CCOCC2)c(C)c(C#N)c1=O	2.8	-3%	-4%	-3%	-6%	i	3%	3%	-0.2%
O=C(CNS(=O)(=O)c1ccc(Br)cc1)N1CCOCC1	-1.6	-6%	-1%	0%	-8%	i	14%	5%	-0.8%
Cc1cccc(OCc2nnc(SCC(=O)Nc3ccc(C)c(C)c3)o2)c1	-0.9	5%	-20%	0%	-8%	i	-1%	u	0.0%
COc1ccc(NC(=S)Nc2ncccc2C)cc1OC	-4.3	19%	-1%	u	3%	i	-3%	u	4.9%
Oc1ccc2nnc3c(Br)cnn3c2c1	-2.4	u	-2%	-5%	8%	i	64%[activator]	9%	-0.2%
COc1ccc(Br)cc1CNC(=O)c1cc2ccccn2n1	x	x	0%	x	4%	x	x	22%	0.1%

Screening data as filed in PubChem.

Not all compounds are listed; the hit share may differ from the screen's.
